# Compound activity deposited in PubChem by several laboratories.
# Anthrax LF inh2: Bacillus anthracis LF protease inhibitors, primary screen, biochemical, multiplex microsphere, MLPCN library; Lethal factor (Bacillus anthracis), P15917; multiplex microsphere protease cleavage assay; inhibition, % at 10 µM; 0.12% of 360,000 active; AID 588501, 2011; further: plate controls were buffer without enzyme for full effect and enzyme alone for no effect
# Target sequence (P15917 whole entry, looked up): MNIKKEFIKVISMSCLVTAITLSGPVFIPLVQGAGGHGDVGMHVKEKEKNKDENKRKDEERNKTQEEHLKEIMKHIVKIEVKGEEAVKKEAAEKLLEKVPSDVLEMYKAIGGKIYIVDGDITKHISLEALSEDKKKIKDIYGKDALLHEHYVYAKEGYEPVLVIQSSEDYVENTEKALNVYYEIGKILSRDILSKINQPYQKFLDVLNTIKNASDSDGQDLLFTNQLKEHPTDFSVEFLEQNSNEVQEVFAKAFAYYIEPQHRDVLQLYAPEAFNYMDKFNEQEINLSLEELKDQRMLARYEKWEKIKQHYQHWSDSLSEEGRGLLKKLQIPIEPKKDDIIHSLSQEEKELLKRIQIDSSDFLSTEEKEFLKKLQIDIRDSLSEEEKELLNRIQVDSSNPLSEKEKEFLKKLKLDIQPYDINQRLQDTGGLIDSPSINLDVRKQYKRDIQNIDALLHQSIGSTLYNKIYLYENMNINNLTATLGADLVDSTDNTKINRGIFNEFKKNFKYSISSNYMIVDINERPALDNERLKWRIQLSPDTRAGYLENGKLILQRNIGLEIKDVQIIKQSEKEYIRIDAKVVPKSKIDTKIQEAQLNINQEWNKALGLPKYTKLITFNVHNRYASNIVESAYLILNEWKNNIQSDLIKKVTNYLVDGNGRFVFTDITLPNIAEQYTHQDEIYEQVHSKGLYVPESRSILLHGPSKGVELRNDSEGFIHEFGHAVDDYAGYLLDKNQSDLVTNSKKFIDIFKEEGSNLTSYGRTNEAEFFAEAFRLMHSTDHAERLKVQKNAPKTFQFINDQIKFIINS
# 3CLpro inhibitor: SARS-CoV 3CLpro protease inhibitors, primary screen, biochemical, quenched FRET; inhibition, % at 6 µM; 0.14% of 290,000 active; recombinant SARS-CoV 3CLpro, quenched FRET peptide cleavage; Replicase polyprotein 1ab (Severe acute respiratory syndrome coronavirus), P0C6X7; in the data active means inhibition above about 12%
# SSB-PriA inh: inhibitors of Klebsiella pneumoniae PriA binding to SSB C-terminal tail, primary screen, biochemical, AlphaScreen; PriA–SSB C-terminal tail interaction (Klebsiella pneumoniae); AlphaScreen SSBct-PriA binding, biotinylated peptide; inhibition, % at 33 µM; 0.6% of 430,000 active; in the data active means inhibition mostly above about 37%, no sharp cut-off; inactive means mostly below about 20%;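 further: plate controls were negative control peptide for no effect and reference peptide for full effect; strong numbers were not always called active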
# Rv3671c inh: Rv3671c serine protease inhibitors, primary screen, biochemical, fluorescence polarization, M. tuberculosis H37Rv. P9WHR9. inhibition, % at 5.96 µM. 0.048% of 320,000 active; in the data active means inhibition above about 38%;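 further: extracellular domain of Rv3671c used as enzyme; 0% = enzyme with DMSO and 100% = no enzyme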
# BoNT-F LC inh: BoNT/F light chain protease inhibitors, primary screen, biochemical, flow cytometry, MLPCN library; Botulinum neurotoxin type F light chain protease (Clostridium botulinum); Multiplex microsphere protease cleavage assay; inhibition, % at 10 µM; 0.22% of 360,000 active; AID 588497, 2011; in the data active means inhibition above about 35%, passing the limit was not always enough; inconclusive means no clear call, values can overlap the other calls; further: plate controls were buffer without enzyme for full effect and enzyme alone for no effect
# BoNT-A LC inh2: BoNT/A light chain protease inhibitors, primary screen, biochemical, flow cytometry, MLPCN library | multiplex microsphere protease substrate cleavage | inhibition, % at 10 µM | 0.17% of 360,000 active; further: plate controls were buffer without enzyme for full effect and enzyme alone for no effect
# MazF activator: activators of E. coli MazEF toxin-antitoxin RNase, primary screen, biochemical, fluorescence, uHTS; Endoribonuclease toxin MazF (Escherichia coli (strain K12)), P0AE70; AID 504720, 2011; activation, % at 20 µM; FAM/BHQ RNA-DNA oligo cleavage fluorescence, 5 h; 0.32% of 350,000 active; in the data active means activation above about 50%
# Target sequence (P0AE70 whole entry, looked up): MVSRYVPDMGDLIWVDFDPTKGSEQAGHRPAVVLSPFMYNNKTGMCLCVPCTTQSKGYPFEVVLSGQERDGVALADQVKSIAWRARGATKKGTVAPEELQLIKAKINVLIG
# CCHFV vOTU inh: CCHFV vOTU protease inhibitors, primary screen, biochemical, Pep-AMC substrate, fluorescence; Crimean-Congo hemorrhagic fever virus L polyprotein viral ovarian tumor (vOTU) protease …; inhibition, % at 11.5 µM; 0.55% of 370,000 active; AID 651958, 2012; in the data active means inhibition above about 30%; further: 0% = vehicle wells with enzyme and 100% = no enzyme wells
# VHR inh abs: VHR1 phosphatase inhibitors, primary screen, biochemical, absorbance, uHTS. recombinant VHR phosphatase, pNPP absorbance. inhibition, % at 13.3 µM. 0.52% of 290,000 active; in the data active means inhibition above about 50%; further: some compounds called inactive have numbers as strong as hits
# Target sequence (P51452 whole entry, looked up): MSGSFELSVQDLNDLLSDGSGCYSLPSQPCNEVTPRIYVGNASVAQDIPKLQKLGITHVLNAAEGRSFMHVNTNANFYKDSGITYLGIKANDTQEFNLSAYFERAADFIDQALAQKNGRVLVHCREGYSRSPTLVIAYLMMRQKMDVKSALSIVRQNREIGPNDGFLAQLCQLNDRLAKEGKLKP
# PrPC surface inh: inhibitors of human cell surface prion protein PrPC, primary screen, cell-based, TR-FRET | TR-FRET read-out | Major prion protein (Homo sapiens), P04156 | AID 720596, 2013 | inhibition, % at 13.8 µM | 0.43% of 370,000 active; in the data active means inhibition above about 24%; further: 0% = median of the test wells and 100% = reference compound wells
# * hit, by the source's call; i = inactive; ? = inconclusive; / = not tested or not shown; & = joins results of further samples. Unless noted, no stated cut-off is given here; in the data, active means inhibition above about 30%; inconclusive means no clear call, values can overlap the other calls; inactive means below that. Some of the compounds tested, so the mix of outcomes need not match the whole.
SMILES,Anthrax LF inh2,3CLpro inhibitor,SSB-PriA inh,Rv3671c inh,BoNT-F LC inh,BoNT-A LC inh2,MazF activator,CCHFV vOTU inh,VHR inh abs,PrPC surface inh
Cc1cc(C)n2cnnc2n1,-6.7,2.6,-7.7,-6.5,-7.8,0.0,6.6,0.7,-2.7,-3.9
O=C(NC(=S)Nc1ccc(NC(=O)c2ccccc2)cc1)c1ccc(F)cc1,-1.2,1.8,-6.5,-31.9,-3.2,-1.5,6.2,10.6,-5.0,0.2
NC(c1csc(NC(=O)Nc2cccc(Cl)c2)n1)C1CCCCC1 (centres undefined),3.9,/,/,/,-34.4,-0.6,/,1.2,/,25.6*
CC1CC(C)CN(C(=O)C2CC(=O)N(c3ccc4c(c3)OCCO4)C2)C1 (centres undefined),1.7,/,6.8,-9.6,3.2,0.7,-3.5,-5.3,/,-1.2
Cc1ccccc1NC(=O)NCCCN1CCCC1,-1.3,8.5,-8.3,2.0,0.6,?,-0.3,-4.8,28.6,-3.5
CCCC1=Nc2cc(C(=O)NCCCN3CCN(C)CC3)ccc2Sc2ccccc21,-0.9,1.8,19.7,-17.8,2.3,-2.2,23.8,-1.7,19.7,-3.1
COc1ccccc1NS(=O)(=O)c1cc(NC(=O)c2cc3ccccc3oc2=O)ccc1C,-1.3,-0.1,-1.1,4.4,-3.1,-1.0,10.1,-0.3,-4.5,3.8
CCN(CC)C(=O)CSc1nc(-c2ccccc2)ccc1C#N,5.6,5.3,-16.1,-5.3,-1.3,0.2,-2.2,-1.7,-2.7,-3.5
Cn1c(C=O)c(C#Cc2ccccc2)c2ccccc21,18.7,/,-159.1,-5.3,8.9,25.9,-0.6,8.6,/,-1.4
CC(=O)N1CC(C)Sc2ccc(S(=O)(=O)NCc3ccccc3Cl)cc21 (centres undefined),-1.2,0.6,-6.3,12.6,3.2,-0.6,6.7,0.1,-10.2,-2.3
O=C(O)c1ccc(/C=N/N2CCN(C3c4ccccc4-c4ccccc43)CC2)cc1,2.7,-0.7,i,5.3,3.5,0.8,2.7,7.2,-3.6,-2.1
O=c1c2ccccc2nc(-c2ccoc2)n1CCc1ccccc1,-4.0,2.5,-4.8,-12.3,-3.6,1.2,13.4,11.2,9.7,-23.8
COc1ccc(/C(C)=N/NC(=O)c2cc(-c3cccnc3)nc3ccccc23)cc1,1.0,1.7,/,8.7,-2.8,0.7,4.3,-3.1,21.3,6.8
O=C(NCc1ccc2c(c1)OCO2)c1cc(Cl)ccc1Cl,-12.3,-4.6,-1.7,1.9,-11.0,-2.9,-8.2,-3.0,-0.5,-4.0
CC(C)N=C(N)N=C(N)Nc1ccc(Cl)cc1,-8.6,/,-5.6,-7.4,-2.0,0.5,13.7,-1.2,/,8.9
COc1cc(C(=O)COC(=O)Cc2cnc3sccn23)cc(OC)c1OC,-2.2,-3.6,-3.9,-1.7,0.0,-0.1,-0.1,2.9,6.4,-5.5
Cc1ccc(NS(=O)(=O)c2cc(NC(=O)c3cc(=O)[nH]c(=O)[nH]3)ccc2Cl)c(C)c1,5.0,-3.2,19.5,-42.1,3.8,0.8,-11.2,11.0,41.5,-1.1
O=S1(=O)C=C(Oc2ccc(F)cc2)c2ccccc21,-1.4,-1.1,-8.9,-2.8,-6.7,0.2,6.8,8.8,-4.1,6.2
COC(=O)CSc1ncnc2c1cnn2-c1ccc(C)cc1C,-4.4,-5.0,-15.0&-9.4,-2.5,-1.3,0.8,-0.2,-1.4,22.5,9.0
Cc1ccc(S(=O)(=O)N2CCCC(C(=O)NCCc3ccc(S(N)(=O)=O)cc3)C2)cc1 (centres undefined),-1.6,1.3,-30.2,-13.5,10.3,0.9,-10.0,11.0,1.1,2.7
CC1Cc2ccccc2N1C(=O)c1cc2cccnc2n(C)c1=O (centres undefined),/,/,25.6&-2.0,-2.0,/,/,1.2,6.3,/,7.2
CC1(C)Cc2c(c(N3CCOCC3)nc3sc4c(NCc5ccccc5)nnnc4c23)CS1,-1.6,-4.0,0.7,-4.1,-0.3,-0.7,-33.2,-6.3,0.5,-2.4
C[C@@H]1CN([C@H](C)CO)C(=O)CCCn2cc(nn2)CO[C@H]1CN(C)C(=O)Nc1ccccc1,0.1,/,/,/,-4.6,-0.1,4.3,8.6,/,-2.8
Clc1ccc(-c2nnc(-c3ccc4ccccc4c3)o2)cc1,-7.9,/,-9.6,/,-5.1,0.0,-2.4,-1.9,/,5.4
CC1=C(C(=O)Nc2ccccn2)C(c2ccccc2)n2ncnc2N1 (centres undefined),-0.4,-0.7,-6.6,5.5,5.4,0.2,0.3,2.6,9.7,9.2

# The last 4 compounds of the part above lead into the next.
SMILES,Anthrax LF inh2,3CLpro inhibitor,SSB-PriA inh,Rv3671c inh,BoNT-F LC inh,BoNT-A LC inh2,MazF activator,CCHFV vOTU inh,VHR inh abs,PrPC surface inh
CC1(C)Cc2c(c(N3CCOCC3)nc3sc4c(NCc5ccccc5)nnnc4c23)CS1,-1.6,-4.0,0.7,-4.1,-0.3,-0.7,-33.2,-6.3,0.5,-2.4
C[C@@H]1CN([C@H](C)CO)C(=O)CCCn2cc(nn2)CO[C@H]1CN(C)C(=O)Nc1ccccc1,0.1,/,/,/,-4.6,-0.1,4.3,8.6,/,-2.8
Clc1ccc(-c2nnc(-c3ccc4ccccc4c3)o2)cc1,-7.9,/,-9.6,/,-5.1,0.0,-2.4,-1.9,/,5.4
CC1=C(C(=O)Nc2ccccn2)C(c2ccccc2)n2ncnc2N1 (centres undefined),-0.4,-0.7,-6.6,5.5,5.4,0.2,0.3,2.6,9.7,9.2
CC1(C(=O)NS(=O)(=O)C2CC2)CCCN(C(=O)c2cc3ccccc3s2)C1 (centres undefined),-6.1,/,/,/,-5.1,-0.2,/,-3.5,/,-4.2
COCC(COS(N)(=O)=O)C(C)C (centres undefined),-0.4,-0.5,-4.1,6.9,-2.0,-0.4,-0.9,7.3,8.9,-0.6
COCCn1c(SCC(=O)N2CCCc3ccccc32)nc2ccccc2c1=O,-15.2,-0.6,4.7,-14.4,7.3,0.6,-7.6,-2.6,-11.6,6.2
Cc1cc(C)cc(NC(=O)NCC2CCN(Cc3cc(C)ccc3C)CC2)c1,20.0,1.9,-5.4,-10.8,-3.9,1.2,3.6,-6.1,0.1,-7.2
Cc1cc(Br)cn2c(Cc3cccc(F)c3)c(-c3ccccc3)nc12,1.3,/,/,/,2.6,1.2,/,3.4,/,23.4
CC1CCCC(C)N1C(=O)COC(=O)c1cncc(Br)c1 (centres undefined),6.2,/,-3.9,-4.3,-7.6,-0.6,0.6,11.6,/,0.8
Cc1cc(=O)oc(C)c1C(=O)NCCNC(=O)c1c(C)cc(=O)oc1C,-1.6,-4.5,-11.1,-6.9,0.9,0.1,14.9,7.2,-8.3,-4.0
O=C(Nc1cccc(-c2nc3ncccc3o2)c1)c1sc2ccccc2c1Cl,-0.4,-2.6,-2.0,-4.5,8.2,7.5,44.3,-4.2,31.1,-1.8
CC1OC1c1ccc(-c2ccc(C3OC3C)cc2)cc1 (centres undefined),0.1,/,-20.4,/,-1.0,-0.3,0.9,-2.1,/,3.9
COc1cc2cc(CCOC(=O)N3CCCCC3)oc(=O)c2cc1OC,4.0,/,5.5,4.0,-2.5,0.0,6.8,-0.5,/,0.1
COc1ccc(-c2csc(Nc3ccc(O)cc3)n2)cc1,-5.6,11.7,2.0,-0.5,19.3,1.2,-15.0,1.8,7.8,2.1
CSc1nc2c(c(=O)[nH]c(=O)n2C)n1C/C=C(\C)Cl,-1.6,1.5,-14.8,2.0,0.3,0.3,1.7,-3.2,0.8,-0.7
O=C(Nc1ccc(OCC(=O)N2CCOCC2)cc1)c1cccc(Cl)c1,-7.5,-0.7,-7.6,4.7,-12.9,-2.1,3.6,15.6,1.8,-3.1
Brc1cccc(OCCSc2ncccn2)c1,-4.7,-5.6,-55.4,0.3,3.0,0.3,-11.6,-7.2,1.1,7.8
CSc1nc(O)cc(=O)n1-c1ccc(F)cc1,-3.8,5.2,-9.8,0.7,3.1,-0.3,-1.2,8.8,28.4,16.9
CC(=O)Nc1cccc(NC(=O)CSc2ncc(C(=O)Nc3ccc(F)cc3)c(=O)n2C)c1,-1.5,/,6.0&-15.4,12.1,-1.5,0.1,-15.5,-12.7,/,-3.0
CCSc1nnc(NC(=O)c2ccco2)s1,-5.4,-1.0,-9.7,7.1,2.1,-0.9,3.4,1.4,-6.0,4.6
Cc1nnsc1Sc1ccccn1,-0.5,-5.0,-9.6,1.6,3.6,-0.1,-8.7,7.7,19.7,2.9
COC(=O)c1nn(C)c(=O)[nH]c1=O,-0.2,/,-11.0,/,-9.3,-0.3,7.6,-4.6,/,-4.6
CCc1c(N)nc(N)nc1Nc1ccc(C)c(C)c1,-3.4,/,-14.2,/,-11.1,-0.4,12.6,-3.6,/,-1.4
Cc1cc(C)c2c(CC(=O)NCCc3ccccc3)coc2c1,-6.1,0.5,-8.6,-1.1,-11.6,-0.1,3.6,12.6,15.2,5.0
CS(=O)(=O)N1CCc2cc(-c3csc(NC(=O)Cc4ccccc4)n3)ccc21,-0.5,-3.1,11.9,-20.5,-7.3,1.3,2.8,6.0,4.2,18.8
COc1ccccc1N1CCN(Cc2cc(OC)c3c(c2)OCO3)CC1,6.2,0.9,2.9,9.8,-1.3,1.7,11.0,5.2,-11.6,7.7
CCNc1ncnc2c1cnn2C1CCCO1 (centres undefined),4.0,/,-0.1,/,-9.7,-0.5,3.5,3.4,/,2.6
O=C(Nc1cccc(C(F)(F)F)c1)N(Cc1ccc(Cl)cc1)CC(O)C(F)(F)F (centres undefined),-2.9,0.6,-14.1,-18.4,-3.6,-0.1,-7.4,15.3,4.1,5.6
# Further results follow:
SMILES,Anthrax LF inh2,3CLpro inhibitor,SSB-PriA inh,Rv3671c inh,BoNT-F LC inh,BoNT-A LC inh2,MazF activator,CCHFV vOTU inh,VHR inh abs,PrPC surface inh
CC1(C(=O)OCC(=O)NCCNC(=O)COC(=O)C2(C)CC2(Cl)Cl)CC1(Cl)Cl (centres undefined),0.0,-2.1,-4.0,-3.8,3.1,-1.1,4.2,18.6,-4.4,1.6
CCOC(=O)c1nc(N)sc1C(=O)OCC,1.4,4.7,-5.7,5.7,-4.2,-0.1,3.4,13.3,50.8*,-10.4
COc1ccc(C(=O)Nc2nc3cc4c(cc3s2)OCCO4)c(OC)c1,-3.4,-1.6,-10.4,-13.2,0.5,-1.2,-35.0,-14.2,21.3,-3.9
CCc1ccc(CN2CCN(Cc3cc(Br)ccc3O)CC2)cc1,-4.3,2.8,-29.5,-0.8,-1.4,0.3,-3.1,-3.5,19.9,4.8
CCOC(=O)c1cc2c(=O)[nH]c(C(Cl)(Cl)Cl)nc2o1,-3.8,-2.9,-15.7,12.8,-4.9,-3.8,5.2,-3.9,10.8,-1.2
COc1ccc([N+](=O)[O-])cc1CSc1ccccn1,-0.6,2.7,1.7,3.3,-6.4,-0.1,-10.4,1.3,23.4,-10.4
COc1cc(Cl)cc(/C=C/c2ccc3ccccc3n2)c1OC(C)=O,0.0,-6.2,-17.0,7.0,-1.2,0.3,-6.2,-22.1,13.3,2.9
CC(/C=C/c1ccc2c(c1)OCO2)=N\NC(=O)C(O)c1ccccc1 (centres undefined),-14.2,-3.3,/,12.8,?,-1.1,7.0,-0.4,21.0,-1.3
